Pf growth 96h – P. falciparum growth inhibition at 96 hours. P. falciparum luciferase reporter growth, 96 h. Potency, µM (series often up to 28.7 µM), for the others: at the highest dose activity change, negative = inhibition, usual class: inhibitors. actives 6.9% (n = 320,000); further: potency means the concentration at half of the fitted maximal effect; on the % scale 0 is the no-effect control and ±100 the full control effect
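Two-generation exposure (96 h) targets delayed-death phenotype. Reporter parasites carrying integrated firefly luciferase, in red cells at 2% hematocrit and 0.05% parasitemia final, kept at 37 C, 5% CO2; luminescence loss indicates inhibition.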
Shiga toxin inh – blocks Shiga toxin action in Vero cells; inhibition, % at 38.7 µM; actives 9.2% (n = 290,000); Vero cells, Shiga toxin protein synthesis inhibition reporter; in the data active means inhibition mostly above about 28%, no sharp cut-off; inactive means mostly below about 43%; further: 0% is about no effect
Pf growth 48h – inhibits P. falciparum growth in the first generation, 48 h | P. falciparum luciferase growth in erythrocytes, 48 h | Potency, µM (titrated, usually from 28.7 µM), inactives show top-dose activity change, negative = inhibition, usual class: inhibitors | actives 5.9% (n = 310,000); further: potency means the concentration at half of the fitted maximal effect; on the % scale 0 is the no-effect control and ±100 the full control effect
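Cell-based growth assay: transgenic P. falciparum expressing firefly luciferase, cultured in red cells within RPMI 1640 containing 0.5% w/v Albumax, 24 mM bicarbonate and gentamycin. A drop in luciferase activity indicates inhibition.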
FBPA Giardia inh – Giardia lamblia aldolase inhibition. A8B2U2. purified Giardia FBPA. Potency, µM (series often up to 59.6 µM), for the others: at the highest dose activity, negative = inhibition, most hits filed as inhibitors. actives 0.71% (n = 290,000); further: potency means the concentration at half of the fitted maximal effect; on the % scale 0 is the no-effect control and ±100 the full control effect; nearly all actives have a fitted effect of over 55% in size
Target sequence (A8B2U2 whole entry, looked up): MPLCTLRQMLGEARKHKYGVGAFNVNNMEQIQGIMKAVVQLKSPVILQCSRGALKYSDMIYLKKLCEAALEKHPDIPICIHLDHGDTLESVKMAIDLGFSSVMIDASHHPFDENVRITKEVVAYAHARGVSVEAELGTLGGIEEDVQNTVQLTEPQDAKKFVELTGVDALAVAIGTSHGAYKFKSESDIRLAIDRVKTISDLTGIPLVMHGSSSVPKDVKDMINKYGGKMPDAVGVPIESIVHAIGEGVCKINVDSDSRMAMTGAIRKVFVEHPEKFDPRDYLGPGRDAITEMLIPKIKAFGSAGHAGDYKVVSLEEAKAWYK
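Giardia FBPA (40 nM reagent) was preincubated 10 min at RT with compound (up to 57.5 uM final), then substrate plus GAPDH/TPI/NAD/arsenate coupling system with diaphorase/resazurin was added; resorufin fluorescence (525/598 nm) was read after 20 min.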
HCV inh – HCV inhibition; Huh7.5.1 HCVcc-Cre infection, luciferase reporter, 44 h; Potency, µM (titrated, usually from 41.8 µM), without a hit: at the highest dose activity change, negative = inhibition, usual class: inhibitors; actives 3.4% (n = 340,000); AID 651820; further: potency means the concentration at half of the fitted maximal effect; on the % scale 0 is the no-effect control and ±100 the full control effect
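Whole-lifecycle infectious HCVcc-Cre system; cells 1,000/well, compound then virus (~0.5 moi) added 4 h after plating, 44 h culture. Luciferase read 15 sec following 15 min substrate incubation, room temp.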
Cycloheximide cs – counter-screen for Shiga toxin inhibitors: cycloheximide protein synthesis inhibition; actives 12% (n = 300,000); max response, %; AID 2314; cell reporter, cycloheximide protein synthesis inhibition counterscreen; in the data active means max response mostly above about 13%, no sharp cut-off; inactive means mostly below about 14%; further: read at 38.3 µM for the half of the compounds with a filed dose; 0% is about no effect
The depositor's hits bear a star; i = inactive; ? = inconclusive; · = no result given; & = joins results of further samples; [ ] = remark or other dose. Unless noted, the call rests on the fitted dose curve; in most records, active means well fitted curve in the direction sought with a large enough effect; inconclusive means small, poorly fitted or top-dose-only effect, or another doubt; inactive means no such curve, though single readings can be large; an effect the other way counts as inactive or inconclusive.

The line under a structure holds: Pf growth 96h	Cycloheximide cs	FBPA Giardia inh	Pf growth 48h	HCV inh	Shiga toxin inh
(1) O=C(C1=C[C@@H](C2CC2)C[C@@H](OCc2ccc(CO)cc2)O1)N1CCN(Cc2ccccc2)CC1
    ?	-1	5%	?	?	-17
(2) CCOc1cc(/C=C(\C#N)C(=O)Nc2ccccc2C(=O)O)ccc1OC(=O)c1ccc(C)cc1
    ?	-2	-5%	4%	2%	-15
(3) COc1ccccc1N1CCN(S(=O)(=O)c2cc(C)sc2C)CC1
    4.7µM*	-5	1%	·	?	-14
(4) O=C(Cn1nnc(-c2ccccc2F)n1)Nc1ccc(S(=O)(=O)NC2CCCC2)cc1
    -14%	-4	11%	?	5%	24
(5) CN(CC(=O)Nc1cccc(F)c1)C(=O)c1ccc(NC2CC2)c([N+](=O)[O-])c1
    ?	·	·	?	-3%	·
(6) Cc1ccc(-n2nc3c(c2NC(=O)c2cccs2)CS(=O)(=O)C3)cc1C
    -10%	5	·	-24%	·	-27
(7) CCN(CC)S(=O)(=O)c1ccc(F)c(C(=O)NCCCN2CCOCC2)c1
    -2%	12	4%	-12%	-23%	-19
(8) COc1cc(C2SCC(=O)N2Cc2ccccc2)cc(OC)c1OC (stereo not drawn)
    22%	-2	1%	-1%	6%	-6
(9) Cc1ccc(-c2ccc(SCC(=O)c3ccccc3)nn2)cc1
    ?	30*	-13%	64%[activator]	-25%	66
(10) CCC(CC)C(=O)Nc1cccc(-c2ccc3nncn3n2)c1
    3%	-5	-6%	4%	6%	-5
(11) CCC(=NCCc1c[nH]c2ccccc12)c1c(O)n(C)c(=O)n(C)c1=O
    ?	-4	-7%	·	4.5µM*	-21
(12) O=C1CCCN1CC(O)CS(=O)(=O)Cc1ccccc1 (stereo not drawn)
    49%[activator]	-3	-1%	-4%	1%	3
(13) COc1ccc(OC)c(CNC(=O)C(C)n2nc(C)c3c(C)n(-c4ccccc4)nc3c2=O)c1 (stereo not drawn)
    ?	-6	·	-10%	?	-4
(14) CC(NC(=O)C(C)(C)C)C(c1cccs1)N1CCN(Cc2ccccc2)CC1 (stereo not drawn)
    -2%	2	7%	0%	2%	1
(15) CC(=O)Nc1ccccc1OC(C)C(=O)N1CCC(C)CC1 (stereo not drawn)
    1%	-1	0%	i	-5%	-8
(16) COc1ccc(/C=C(\CC(=O)O)c2nc3ccccc3o2)cc1
    135%[activator]	39*	13%	214%[activator]	20%	108*
(17) Cc1ccc(CCN2CC(C(=O)N3CCN(c4ccc(F)cc4)CC3)CC2=O)cc1 (stereo not drawn)
    0%	1	2%	-6%	-1%	-9
(18) CCCOC(=O)c1ccc(NC(=O)C(=O)NCCN(CC)CC)cc1
    34%[activator]	1	2%	14%	-21%	33
(19) CCOC(=O)N/N=C/c1ccccc1F
    264%[activator]	33*	1%	104%[activator]	17%	83*
(20) CSc1cccc(NC(C)=O)c1
    13%	-1	-1%	2%	8%	6
(21) COc1ccc(CC(=O)N/N=C(/C)c2ccco2)cc1
    18%	1	0%	14%	11%	-7
(22) COc1ccccc1N1CCN(c2ncc(C(=O)N3CCN(c4cccc(Cl)c4)CC3)c3ccccc23)CC1
    10%	1	1%	?	?	-10
(23) O=S1(=O)CCOC[C@H](CC2CCCCC2)N1Cc1ccccc1
    67%[activator]	-1	-8%	2%	23%	-2
(24) COc1ccc(S(=O)(=O)N2CCN(CCO)CC2)cc1-c1nnc2c3ccccc3c(C)nn12
    45%[activator]	-6	0%	-15%	2%&-8%	-13
(25) COc1ccc(CCC(=O)Nc2cc(S(=O)(=O)N3CCCCC3)ccc2N(C)C)cc1
    ?	·	·	10µM*	12%	·
(26) Cc1ccc(NC(=O)c2cc(Cl)nc3ccccc23)cc1
    135%[activator]	11	-4%	4%	3%	-18
(27) CC(=O)Nc1cccc(OC(=O)COc2ccc(Br)cc2)c1
    -18%	7	-4%	2%	9%	-1
(28) Cc1cc(OC(=O)c2ccc(OC(C)C)cc2)c([N+](=O)[O-])c(=O)[nH]1
    -14%	11	·	-10%	19%	13
(29) COc1cc(CN(CC2CCCO2)C(=O)c2ccco2)cc(OC)c1OC (stereo not drawn)
    ?	-2	·	?	6%	-5
(30) CCCN(CCC)C(=O)c1cc(S(=O)(=O)N2CCCCC2)c[nH]1
    ?	-3	-3%	-1%	4.5µM*	-13
(31) Nc1c(Cl)cc(C2=NCCn3c2c2ccc(C(F)(F)F)cc2[n+]3[O-])cc1Cl
    ?	·	·	-79%	13%	·
(32) O=C(c1ccc(Cl)c(S(=O)(=O)NCc2cccnc2)c1)N1CCCC1
    26%	·	·	32%	2%	·
(33) COC(=O)N/N=C(\C)c1ccc2ccccc2c1OC(F)F
    40%[activator]	-1	5%	16%	?	-7
(34) CCc1nnc(NS(=O)(=O)c2ccc(NC(=O)c3cc(Cl)ccc3OC)cc2)s1
    5%	0	8%	?	19%	-2
(35) CC(C)(C)C(=O)COC(=O)c1cc(-c2cccnc2)nc2ccccc12
    ?	9	-5%	?	-1%	53
(36) Cc1ccc(C(=O)NCC(=O)OCC(=O)c2ccc(C)c([N+](=O)[O-])c2)cc1
    -26%	-4	2%	-4%	10%	-12
(37) Cc1ccn(C(CC(=O)c2ccc(Br)cc2)C(=O)O)n1 (stereo not drawn)
    ·	-1	4%	10%	12%	4
(38) CCC(=O)OC1(c2ccccc2)C(C)CN(C)CC1C (stereo not drawn)
    7%	-2	-6%	2%	-3%	1
(39) CCOC(=O)C(C)Oc1cccc2c(=O)n(CC(=O)N3CCc4ccccc43)ccc12 (stereo not drawn)
    ?	-3	1%	?	?	-10
(40) COc1cccc(CNC(=O)c2cccc(S(=O)(=O)N3CCN(C)CC3)c2)c1
    5%	-1	-14%	-7%	-4%	4
(41) CC(=O)NC(C)Cc1cn(Cc2ccccc2)c2ccccc12 (stereo not drawn)
    66%[activator]	-6	-5%	?	-14%	10
(42) CCC(=O)n1nc(NCc2ccc(OC)c(OC)c2)nc1NCc1ccc(OC)c(OC)c1
    -3%	-3	-2%	?	?	-8
(43) Cc1nc2oc(C(=O)c3ccccc3)c(N)c2c2c1COC(C)(C)C2
    -57%	-1	-3%	10%	?	13
(44) Cc1ccc2nc(Nc3ccc4[nH]c(=O)[nH]c4c3)c(-n3nc(C)cc3C)nc2c1
    ·	17	-1%	-53%	?	19
(45) Cc1cccc(N(C(=O)c2sc(C)nc2C)C(C(=O)NCc2ccco2)c2ccccc2)c1 (stereo not drawn)
    ?	-4	-4%	?	-14%	17
(46) CC(=O)Nc1nc2ccc(-c3nc4ccccc4o3)cc2s1
    62%[activator]	61*	-2%	100%[activator]	0%	54*
(47) C[n+]1ccn(CC(=O)c2cccs2)c1
    ?	-1	-5%	-17%	14%	-7
(48) CCCC(CCC(=O)Nc1ccn(-c2ccccc2)n1)C(=O)O (stereo not drawn)
    -12%	-2	11%	0%	?	8
(49) Cc1ccc(O)c(NC(=S)NC(=O)COc2ccc(Br)cc2)c1
    11%	-2	-2%	6%	?	-4
(50) O=C(CN1C(=O)CSc2ccc(S(=O)(=O)N3CCCCC3)cc21)NCc1ccccc1Cl
    31%[activator]	4	·	?	-19%	-4
(51) Cn1c(=O)c2c([nH]c(=O)n2C)n(C)c1=O
    ·	5	-19%	-11%	?	9
(52) O=C(Nc1cc(C(F)(F)F)cc(C(F)(F)F)c1)c1ccc(Cn2cc(C(F)(F)F)ccc2=O)cc1
    ?	-1	-7%	?	?	-2
(53) Cc1ccc2sc3ccc(NC(=O)c4ccccc4Cl)cc3c(=O)c2c1
    ?	35*	-15%	?	8.9µM*	43*
(54) CC(=O)Nc1c(C)cc(S(C)(=O)=O)cc1C
    -7%	-3	4%	17%	11%	8
(55) Cc1[nH]n(C(C)(C)C)c(=O)c1Sc1ccc(Cl)cc1
    ?	2	7%	?	2%	-21
(56) COCCNC(=O)CCC1CCN(Cc2cccc(-c3ccc(C)o3)c2)CC1
    -4%	-2	1%	4%	10%	2
(57) COc1ccc(NC(=O)c2ccc3c(c2)N(C)CCS3)cc1
    ?	59*	-17%	201%[activator]	?	67*
(58) O=C(/C=C/c1ccccc1Cl)N1CCOCC1
    ?	19*	5%	8%	2%	2
(59) CCCCOc1ccc(C(=O)Nc2ccc(C)cc2[N+](=O)[O-])cc1
    12%	1	-2%	33%[activator]	1%	8
(60) CC(C)CNC(=S)NC(=O)c1ccc(Cl)cc1
    249%[activator]	34*	0%	109%[activator]	-13%	91*

Two compounds picked at random from the list so far, as already listed:
The line under a structure holds: Pf growth 96h	Cycloheximide cs	FBPA Giardia inh	Pf growth 48h	HCV inh	Shiga toxin inh
(23) O=S1(=O)CCOC[C@H](CC2CCCCC2)N1Cc1ccccc1
    67%[activator]	-1	-8%	2%	23%	-2
(15) CC(=O)Nc1ccccc1OC(C)C(=O)N1CCC(C)CC1 (stereo not drawn)
    1%	-1	0%	i	-5%	-8

Going on with the list:
The line under a structure holds: Pf growth 96h	Cycloheximide cs	FBPA Giardia inh	Pf growth 48h	HCV inh	Shiga toxin inh
(61) CCCCCCCCOC(=O)c1ccc(N)cc1
    -17%	9	1%	-9%	-6%	9
(62) CCc1nc(N2CCCC2)c(C#N)c2c1CCCC2
    ·	-4	-1%	-1%	0%	15
(63) Cc1ccc(-c2nc3c(c(=O)c4ccccc4n3C)c(=O)n2-c2ccccc2)cc1
    ?	5	10%	-4%	11%	-13
(64) COCC(=O)N1CCc2ccc(NC(=O)c3ccccc3Cl)cc2C1
    -38%	-2	7%	-9%	-12%	·
(65) Cc1[nH]c2ccccc2c1SCC(=O)O
    -15%	2	1%	7%	12%	5
(66) NCCN1CCN(CCN)CC1
    7%	-1	6%	5%	28%	-2
(67) CC1(C)C(=O)N(OCc2ccccc2)C(C)(C)C(=O)N1OCc1ccccc1
    ?	-3	1%	·	-23%	-7
(68) O=C(c1cc(COc2ccccc2)on1)N1CCCC(OCc2cccnc2)C1 (stereo not drawn)
    ?	8	1%	1%	·	7
(69) CS(=O)(=O)Cc1ccc(C(=O)NC2CCN(Cc3ccccc3)C2)cc1 (stereo not drawn)
    2%	-4	-17%	0%	21%	17

Sorted by length of the SMILES (high to low): twelve of the compounds above.
The line under a structure holds: Pf growth 96h	Cycloheximide cs	FBPA Giardia inh	Pf growth 48h	HCV inh	Shiga toxin inh
(63) Cc1ccc(-c2nc3c(c(=O)c4ccccc4n3C)c(=O)n2-c2ccccc2)cc1
    ?	5	10%	-4%	11%	-13
(67) CC1(C)C(=O)N(OCc2ccccc2)C(C)(C)C(=O)N1OCc1ccccc1
    ?	-3	1%	·	-23%	-7
(69) CS(=O)(=O)Cc1ccc(C(=O)NC2CCN(Cc3ccccc3)C2)cc1 (stereo not drawn)
    2%	-4	-17%	0%	21%	17
(68) O=C(c1cc(COc2ccccc2)on1)N1CCCC(OCc2cccnc2)C1 (stereo not drawn)
    ?	8	1%	1%	·	7
(64) COCC(=O)N1CCc2ccc(NC(=O)c3ccccc3Cl)cc2C1
    -38%	-2	7%	-9%	-12%	·
(55) Cc1[nH]n(C(C)(C)C)c(=O)c1Sc1ccc(Cl)cc1
    ?	2	7%	?	2%	-21
(57) COc1ccc(NC(=O)c2ccc3c(c2)N(C)CCS3)cc1
    ?	59*	-17%	201%[activator]	?	67*
(54) CC(=O)Nc1c(C)cc(S(C)(=O)=O)cc1C
    -7%	-3	4%	17%	11%	8
(62) CCc1nc(N2CCCC2)c(C#N)c2c1CCCC2
    ·	-4	-1%	-1%	0%	15
(58) O=C(/C=C/c1ccccc1Cl)N1CCOCC1
    ?	19*	5%	8%	2%	2
(65) Cc1[nH]c2ccccc2c1SCC(=O)O
    -15%	2	1%	7%	12%	5
(66) NCCN1CCN(CCN)CC1
    7%	-1	6%	5%	28%	-2

Compound activity from PubChem.
